Screens from PubChem.
M. tuberculosis = growth inhibition of non-replicating M. tuberculosis (AID 488890); one-dose inhibition, % at 25 µM; IC50 in µM for titrated hits; Mycobacterium tuberculosis non-replicating, growth inhibition; higher % means a stronger effect; 320,000 compounds, 0.39% hits; in the data active = a potency from the dose series; inconclusive = inhibition mostly from about 82% at the one dose, without a potency; inactive = the rest, 99 in 100 with inhibition below about 76%;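 also: plate controls were DMSO cells for no effect and high antibiotic wells for full effect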
inhibitors of VEEV = inhibitors of VEEV TC-83 cytopathic effect, confirmation, Vero cells (AID 588727) | inhibition, % at 20 µM; hits with a dose series show IC50 in µM | Vero cells, VEEV TC-83 cytopathic effect inhibition; higher % means a stronger effect | 350,000 compounds, 0.13% hits; in the data active = a potency from the dose series; inconclusive = inhibition mostly from about 14% at the one dose, without a potency; inactive = the rest, 99 in 100 with inhibition below about 12%; also: strong numbers were not always called active
H1N1 NS1A inhibition = H1N1 influenza NS1A inhibitors, functional cell based assay (AID 504329) | inhibition, % at 12.5 µM; hits with a dose series show IC50 in µM | 340,000 compounds, 0.3% hits | NS1A functional cell-based assay, percent inhibition; higher % means a stronger effect; in the data active = a potency from the dose series; inconclusive = inhibition above about 27% without an active follow-up result; also: strong numbers were not always called active
M. tuberculosis HTS = M. tuberculosis growth inhibition, HTS (AID 449762). M. tuberculosis H37Rv growth inhibition, 7H9 media; higher % means a stronger effect. inhibition, % at 25 µM; hits with a dose series show IC50 in µM. 330,000 compounds, 0.59% hits; in the data active = a potency from the dose series; inconclusive = inhibition above about 70% without an active follow-up result;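 also: bacterial growth assessed after seven days of incubation; strong numbers were not always called active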
Salmonella PhoP GFP = Inhibition of PhoP regulon, Salmonella typhi GFP reporter cells, confirmation, 4 h (AID 1850); Salmonella Typhi PhoP-promoter GFP reporter, fluorescence, 4 h; higher % means a stronger effect; one-dose inhibition, % at 50 µM; IC50 in µM for titrated hits; 310,000 compounds, 0.33% hits; in the data active = a potency from the dose series; inconclusive = inhibition mostly from about 25% at the one dose, without a potency; inactive = the rest, 99 in 100 with inhibition below about 19%;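 also: 0% = induced wells with vehicle and 100% = uninduced wells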
inhibitors of VEEV 10K pilot screen = second read-out of inhibitors of VEEV, no call of its own (marks repeat the call); inhibition, %; measured here: 10K pilot screen inhibition
An asterisk follows results filed as active; i = inactive; ? = inconclusive; . = not tested or not shown; & = joins results of further samples.

A first look (2 entries):
SMILES | M. tuberculosis | inhibitors of VEEV | H1N1 NS1A inhibition | M. tuberculosis HTS | Salmonella PhoP GFP | others
O=C1C(=O)c2ccccc2C([O-])=C1[n+]1ccccc1 | -3% | i | 9% | -5% | -6%
CS(=O)(=O)N1CCN(c2ccc(NC(=O)C(c3ccccc3)c3ccccc3)cc2)CC1 | 22% | 1.4% | 1% | 27% | 7%

The list itself, previewed entries included:
SMILES | M. tuberculosis | inhibitors of VEEV | H1N1 NS1A inhibition | M. tuberculosis HTS | Salmonella PhoP GFP | others
O=C1C(=O)c2ccccc2C([O-])=C1[n+]1ccccc1 | -3% | i | 9% | -5% | -6%
CS(=O)(=O)N1CCN(c2ccc(NC(=O)C(c3ccccc3)c3ccccc3)cc2)CC1 | 22% | 1.4% | 1% | 27% | 7%
Cc1oc(C(C)(C)C)cc1-c1cc(NC(=O)c2ccc([N+](=O)[O-])cc2)n[nH]1 | 19% | 22% | 10% | -5% | -1%
Cc1ccc(-n2c(=O)c3sccc3n(CC(=O)NC3CCCCC3)c2=O)cc1 | -3% | 1.8% | 2% | 2% | 26%
CN(Cc1cccnc1)C(=O)c1ccc(Cl)c(NS(=O)(=O)c2ccc(F)cc2)c1 | . | 10% | -1% | . | .
COc1ccc(CNC(=O)c2ccc(N3CCC4(CC3)CC(c3ccc(Cl)cc3)=NO4)c([N+](=O)[O-])c2)cc1 | 21% | 4.1% | 5% | 3% | 13%
Nc1nc(CN2CCN(Cc3ccc4c(c3)OCO4)CC2)nc(Nc2ccccc2)n1 | 39% | 1.3% | -12% | -2% | -1%
O=C(NC(=S)NCCCN1CCOCC1)c1ccc(Br)cc1 | 8% | 0.9% | 9% | 4% | 9%
C=CCn1c(SCC(=O)N2CCN(C(=O)c3ccco3)CC2)nc2sc(CC)cc2c1=O | 15% | 6.2% | 8% | -6% | -1%
O=C(CN1CCN(Cc2ccccc2)CC1)Nc1ccc(Cl)cc1 | 51% | 0.3% | -7% | 2% | -3%
Cc1c(NC(=O)c2cc(-c3ccc(O)cc3)on2)c(=O)n(-c2ccccc2)n1C | 33% | 1.1% | -8% | ? | -8%
COc1ccc(CNC(=O)C2CSCCS2)cc1 (stereo not drawn) | 22% | 1.3% | -1% | 3% | -1%
O=C(Nc1ccccc1-c1nnc(SCc2ccccc2Cl)o1)c1ccccc1 | 10% | 2.4% | 5% | 16% | -10%
COc1ccc(OC)c(S(=O)(=O)Nc2cccc(-c3ccc(N4CCCCCC4)nn3)c2)c1 | 14% | 4.0% | 1% | 3% | -6%
Cc1cccc(OCC(=O)NNC(=O)CCc2ccccc2)c1 | . | 2.2% | -1% | . | .
O=C(/C=C/c1cccnc1)c1cc(F)ccc1O | 11% | 0.8% | 18% | 2% | 19%
CCc1cc2c(=O)c(-c3nc(C)cs3)c(CCCC(=O)O)oc2cc1O | -1% | 0.2% | -12% | 2% | 16% | inhibitors of VEEV 10K pilot screen=0.5
CC(C)(C)NCC(O)(c1ccc(Cl)cc1)c1ccc(Cl)cc1 | 44% | 4.6% | -11% | -2% | 4%
CCc1c(C)sc(NC(=S)N2CCN(S(C)(=O)=O)CC2)c1C(=O)OC | -7% | i | 12% | 1% | -9%
CC(C)c1ccc(C(C(=O)NC2CCCCC2)N(C(=O)c2ccccn2)c2cccnc2)cc1 (stereo not drawn) | -14% | i | -1% | -2% | 9%
COc1cccc(CNC(=O)c2nnn(CC(=O)Nc3cccc(C)c3)c2N)c1 | 6% | 1.1% | 6% | 7% | -4%
Fc1ccc(F)c(NC(=S)NCCc2ccccc2)c1 | ? | i | -3% | -1% | -9%
CC1=NN(C(=O)CSCc2ccccc2)C(O)(c2ccc(F)cc2)C1 (stereo not drawn) | ? | 1.3% | 1% | 3% | 6%
CCOc1cc(C2NC(=O)N(C)C(C)=C2C(=O)OC)cc(Br)c1O (stereo not drawn) | 11% | 6.6% | -1% | -3% | -9% | inhibitors of VEEV 10K pilot screen=2.6
COc1ccc(/C=C2\SC(=O)N(CCn3cnnn3)C2=O)cc1 | 17% | 0.8% | 7% | -5% | -3%
O=C(Nc1nnc(-c2ccc(Cl)s2)o1)C1CC1 | ? | i | 0% | ? | -8%
O=C1NC(=S)SC1=Cc1cccs1 | . | 1.9% | -11% | . | .
CCn1cc(C(=O)NCc2ccc3c(c2)OCO3)c(=O)c2cc(S(=O)(=O)N3CCOCC3)ccc21 | 4% | i | -4% | -21% | 0%
O=C(CN1C(=O)C(=O)c2ccccc21)c1ccc(Cl)cc1 | 21% | 1.6% | 1% | 3% | -6%
COC(=O)c1cccc(NC(=O)c2ccco2)c1 | 1% | 2.1% | 11% | -2% | -9%
Cc1cc(Cl)ccc1NC(=S)NCc1ccccc1Cl | 75% | 1.9% | -7% | 0% | 9%
Cc1ccc(N(CCC(=O)O)S(=O)(=O)c2ccccc2)cc1 | -35% | i | 4% | -10% | -4%
O=S(=O)(Nc1ccc(F)cc1)c1cccc2nsnc12 | 4% | 0.3% | -2% | 1% | -4%
O=C(Nc1nc(-c2ccccc2)cs1)C1CCCCN1S(=O)(=O)c1ccc(Cl)cc1 (stereo not drawn) | 32% | i | 8% | ? | -4%
O=C(CNC(=O)c1ccc2c(=O)n3c(nc2c1)CCC3)Nc1ccc(F)c(F)c1 | -10% | 3.9% | -1% | -8% | 5%
CCc1ccccc1Nc1cc(C(=O)NCc2ccccn2)c2ccccc2n1 | 32% | 9.5% | -9% | 12% | -11%
COc1ccc(NC(=O)c2ccc(Br)o2)cc1 | ? | i | 6% | 15% | -19%
CSCC[C@H](N)C(=O)N1CCC(C(=O)N[C@@H](Cc2c[nH]c3ccccc23)C(=O)O)CC1 | -8% | 0.8% | 4% | 5% | -3%
CCCc1cc(=O)oc2c(CN3CCOCC3)c(O)ccc12 | -4% | 2.7% | -3% | 0% | -3%
CCOC(=O)c1[nH]c(C)c(C(=O)Nc2cc(OC)ccc2OC)c1C | 26% | 4.0% | 24% | -1% | -2%
Cc1ccc(C(=O)NNC(=O)CSc2n[nH]c(-c3cccnc3)n2)cc1 | -5% | i | -9% | -4% | -3%
Cc1cc(NC(=O)c2ccco2)c(=O)n(Cc2cccc(C(F)(F)F)c2)c1 | 6% | i | -9% | 3% | 12%
CC(=O)Nc1ccc(OCc2ccc(S(=O)(=O)Cc3ccccc3)cc2)cc1 | 6% | 0.5% | -2% | -3% | -1%
Cc1csc2c(N(C)CCO)ncnc12 | 12% | 3.5% | -2% | -6% | 11%
O=[N+]([O-])CC(c1ccc(F)cc1)c1c[nH]c2ccccc12 (stereo not drawn) | 15% | 1.9% | -14% | -4% | 2%
CCOC(=O)N1CCC(NC(=O)C2CCCN2C(=O)OCc2ccccc2)CC1 (stereo not drawn) | -18% | i | 0% | -5% | 5%
O=C(CSc1nc2ccccc2[nH]1)N1CCN(c2ccccc2)CC1 | 11% | 2.1% | -1% | -6% | 11%
CC1=C(C(=O)OCC2CCCO2)C(c2ccncc2)C2=C(CCCC2=O)N1 (stereo not drawn) | -2% | 0.4% | -1% | -6% | -4%
COc1ccc(OC)c(-c2nn(-c3ccccc3)cc2C(=O)NCC(c2ccco2)N2CCCC2)c1 (stereo not drawn) | 17% | 1.5% | -4% | 0% | .
Cc1ccc(-c2noc(N=O)c2NO)cc1 | ? | i | . | 5% | -8%

More entries:
SMILES | M. tuberculosis | inhibitors of VEEV | H1N1 NS1A inhibition | M. tuberculosis HTS | Salmonella PhoP GFP | others
COc1ccc2oc(=O)c(C(=O)NCC3CCCO3)cc2c1 (stereo not drawn) | . | 1.0% | 12% | -6% | 4%
COc1cccc2sc(NC(=O)c3ccc(Br)s3)nc12 | 11% | i | -4% | 5% | 20%
O=C(c1ccc(C(F)(F)F)cc1)C1CCCN(Cc2ccncc2)C1 (stereo not drawn) | 75% | i | -3% | 1% | -3%
COc1ccccc1CNS(=O)(=O)c1c(C)nc2sccn2c1=O | -8% | i | -2% | -3% | -1%
COc1cccc(C(=O)CSc2nnc(-c3ccco3)n2CC2CCCO2)c1 (stereo not drawn) | 3% | 0.1% | 5% | -6% | -1%
COC(=O)CCC(=O)NC1CC(C)(C)Cc2c1cnn2-c1ccc(F)cc1 (stereo not drawn) | -19% | i | -2% | 6% | -8%
CN(C)c1ccc(C2Nc3ccccc3C(=O)N2CCN2CCNC2=O)cc1 (stereo not drawn) | 24% | i | -20% | -6% | 1%
CC(C)C1=CC(=NS(=O)(=O)c2cccc([N+](=O)[O-])c2)C=C(C(C)C)C1=O | 12% | 0.3% | -5% | 5% | -4%
CCCCNc1c(C(=O)OCC)c(=O)[nH]c2ccccc12 | 1% | 1.5% | -1% | 0% | 0%
CCCc1c(C(=O)N/N=C/c2cccnc2)nnn1-c1nonc1N | 0% | 3.4% | -4% | 1% | 3%
Cc1ccc(CNC(=O)COC(=O)[C@@H]2CC(O)CN2S(=O)(=O)c2ccc3c(c2)OCCO3)cc1 (stereo partly drawn) | 1% | 1.6% | -4% | 3% | -7%
COc1ccc2nc(NC(=O)c3cccc(-c4cc5ccccc5oc4=O)c3)sc2c1 | 4% | ? | 6% | 10% | -2%
CCS(=O)(=O)N1CCC2(CC1)OCCN2S(=O)(=O)c1ccc(OC)cc1 | . | 2.5% | -5% | . | .
COc1ccc(OC)c(S(=O)(=O)N2CCN(C(=O)CCc3ccccc3)CC2)c1 | 0% | i | 12% | -9% | -1%
CCCCCCC#Cc1cncc(C(=O)NNC(=O)Nc2cc(Cl)cc(Cl)c2)c1 | -11% | 5.3% | . | -1% | 2%
Cc1ccccc1NC(=O)c1cccc(N2C(=O)C3C4CC(C(Br)C4Br)C3C2=O)c1 (stereo not drawn) | 9% | 2.5% | -2% | 2% | 4%
CCN(CC(=O)Nc1c(F)cccc1F)C(=O)C1CCN(C(=O)Nc2ccccc2)CC1 | -4% | 0.0% | -4% | 15% | .
CC(O)CNc1nc2c(c(=O)n(C)c(=O)n2C)n1Cc1cccc(Br)c1 (stereo not drawn) | 17% | i | -8% | 12% | 17%
CC1CCCCN1S(=O)(=O)c1ccc(C(=O)Nc2nnc(-c3ccncc3)o2)cc1 (stereo not drawn) | 68% | 4.8% | -7% | 58% | -6%
Cc1ncsc1CCOC(=O)C12CC3CC(CC(C3)C1)C2 | 54% | 4.7% | 7% | 8% | -7%
O=C(NCc1ccco1)c1ccc(COCC(F)(F)F)cc1 | 59% | 2.2% | 12% | -3% | 2%
CCn1c(=O)cc(OCC(=O)Nc2ccccc2C#N)c2ccccc21 | 3% | 1.9% | 3% | -9% | -11%
CCOc1ccc(CN2CCNC(=O)C2CC(=O)NCCc2ccccn2)cc1 (stereo not drawn) | 2% | 1.5% | 0% | -3% | 0%
O=C(O)c1ccccc1-c1ccccc1C(=O)Nc1ccc2c(c1)CCC2 | 76% | 0.0% | -4% | 8% | -5%
CCn1cnc2sc(C(=O)N3CCN(c4ccc(OC)cc4)CC3)c(C)c2c1=O | 10% | 1.0% | -5% | -9% | -2%
CC(=O)/C=C(/C)NC(Cc1c[nH]c2ccccc12)C(=O)O (stereo not drawn) | -2%&0% | 2.5%&0.7% | 0%&-7% | -2%&-8% | 3%&2%
CC(C)(C)OC(=O)N(Cc1ccccc1)Cc1ccc(OCc2cccc(NC(=O)C3CC3)c2)cc1 | . | 3.8% | -20% | . | .
CCOC(=O)c1c(-c2ccc(F)cc2)csc1NC(=O)CCN1C(=O)c2ccccc2C1=O | 1% | 2.3% | -4% | 1% | -8%
O=C(COC(=O)c1nc(Cl)ccc1Cl)Nc1cccc(S(=O)(=O)N2CCOCC2)c1 | . | i | -4% | . | .
Cn1nc(C(=O)NCc2ccccn2)c2ccccc2c1=O | -9% | 5.6% | 1% | -8% | -5%
O=[N+]([O-])c1cccc(Cl)c1N1CCOCC1 | -9% | i | 7% | -5% | -8%

3 compounds picked at random from those above:
SMILES | M. tuberculosis | inhibitors of VEEV | H1N1 NS1A inhibition | M. tuberculosis HTS | Salmonella PhoP GFP | others
COc1ccc(CNC(=O)C2CSCCS2)cc1 (stereo not drawn) | 22% | 1.3% | -1% | 3% | -1%
O=C(CN1C(=O)C(=O)c2ccccc21)c1ccc(Cl)cc1 | 21% | 1.6% | 1% | 3% | -6%
COc1ccc(OC)c(S(=O)(=O)Nc2cccc(-c3ccc(N4CCCCCC4)nn3)c2)c1 | 14% | 4.0% | 1% | 3% | -6%

No enrichment for hits; any-hit rate near 1.4%.
